N-glyco inh = N-linked glycosylation inhibition; reporter increase, % at 12.5 µM; D54 ERlucT glycosylation luciferase reporter, 24 h; percent of 100 nM tunicamycin response; hit rate 0.23% among 360,000; AID 588692;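 active = mean luciferase reporter signal, scaled so untreated is 0 and the glycosylation-blocking control 100, at or above a set limit in every replicate; inconclusive = mean reaches the limit but not every replicate does; inactive = mean below the limit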;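 note: luciferase carries N-glycosylation sites so blocking glycosylation raises the light; 0% = median of neutral control wells and 100% = median of 100 nM tunicamycin wells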
MC4R ag barr = activates human MC4R beta-arrestin recruitment; U2OS MC4R beta-arrestin complementation, luminescence; percent of melanotan II response, DMSO zero; activation, % at 8.9 µM; hit rate 0.98% among 360,000;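 active = activation above a per-plate cutoff, the mean activation of sample wells on that plate plus 3 SD, cut at about 8% in these data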
MC4R antag cAMP = human MC4R antagonism in cAMP assay | P32245 | MC4R-expressing cells, MTII-stimulated cAMP, LANCE TR-FRET | inhibition, % at 6.5 µM | hit rate 0.48% among 360,000 | AID 540295;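 active = inhibition above its plate's cutoff, the mean of tested wells on that plate plus 3 SD, cut at about 29% in these data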;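 note: 0% = Melanotan II alone and 100% = Melanotan II plus saturating MCL0020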
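Assay system: U2OS-MC4R stable cell line; Also added: Melanotan II; Technique: Eu-cAMP/anti-cAMP TR-FRET, emission 671 nm; Times: 30-min compound, 1-h challenge, 1-h detection, room temperature.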
SRC2 inh = human SRC2 (NCOA2) inhibition | HEK293 GAL4-SRC2 luciferase reporter, luminescence | inhibition, % at 9 µM | hit rate 0.17% among 370,000;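 active = inhibition above the mean inhibition of all tested compounds plus 3 SD, set per campaign, cut at about 52% in these data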;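 note: 0% = DMSO treated cells and 100% = cells given Gossypol at 36 µM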
Cardio protect = protects H9c2 cardiomyocytes from peroxide injury. hit rate 0.63% among 360,000. AID 588492. protection from H2O2 cell death, % at 20 µM. H2O2 injury protection, ATPLite, 2 h;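 active = compounds giving at least 50% protection of heart cells from peroxide-induced death in the single-dose screen, raw or plate-pattern-corrected value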;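 note: 0% = DMSO wells with peroxide and 100% = DMSO wells without peroxide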
HTR2A ag = activates the mouse 5-HT2A serotonin receptor. P35363. CHO-K1 mHTR2A beta-arrestin complementation, luminescence; percent of 30 µM serotonin response. activation, % at 7.6 µM. hit rate 0.66% among 360,000;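 active = activation above a run cutoff, the mean activation of all tested compounds plus 3 SD, cut at about 14% in these data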;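 note: 0% = plate median of compound wells and 100% = 30 µM serotonin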
Target sequence (P35363 whole entry, looked up): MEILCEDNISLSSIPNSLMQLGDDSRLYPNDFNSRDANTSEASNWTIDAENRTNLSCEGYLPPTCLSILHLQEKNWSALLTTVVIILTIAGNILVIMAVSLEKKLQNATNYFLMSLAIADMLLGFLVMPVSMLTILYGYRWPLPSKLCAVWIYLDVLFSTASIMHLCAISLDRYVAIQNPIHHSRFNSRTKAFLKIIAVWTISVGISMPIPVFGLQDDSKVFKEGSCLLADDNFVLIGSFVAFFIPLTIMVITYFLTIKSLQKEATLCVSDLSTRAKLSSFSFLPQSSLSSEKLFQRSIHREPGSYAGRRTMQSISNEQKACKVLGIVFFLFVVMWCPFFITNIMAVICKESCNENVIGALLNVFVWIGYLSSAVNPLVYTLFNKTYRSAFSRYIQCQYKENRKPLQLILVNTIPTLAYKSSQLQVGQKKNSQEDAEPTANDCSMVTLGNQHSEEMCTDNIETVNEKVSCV
NOD2 RIPK2 PPI = blocks binding of human NOD2 to RIPK2 | AID 624267 | inhibition, % at 4.98 µM | CHO BLA complementation NOD2-RIPK2, CCF4 ratio | O43353 | hit rate 0.38% among 360,000; in the data active = inhibition above about 21%;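 note: 0% = vehicle only and 100% = reference blocker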
Target sequence (O43353 whole entry, looked up): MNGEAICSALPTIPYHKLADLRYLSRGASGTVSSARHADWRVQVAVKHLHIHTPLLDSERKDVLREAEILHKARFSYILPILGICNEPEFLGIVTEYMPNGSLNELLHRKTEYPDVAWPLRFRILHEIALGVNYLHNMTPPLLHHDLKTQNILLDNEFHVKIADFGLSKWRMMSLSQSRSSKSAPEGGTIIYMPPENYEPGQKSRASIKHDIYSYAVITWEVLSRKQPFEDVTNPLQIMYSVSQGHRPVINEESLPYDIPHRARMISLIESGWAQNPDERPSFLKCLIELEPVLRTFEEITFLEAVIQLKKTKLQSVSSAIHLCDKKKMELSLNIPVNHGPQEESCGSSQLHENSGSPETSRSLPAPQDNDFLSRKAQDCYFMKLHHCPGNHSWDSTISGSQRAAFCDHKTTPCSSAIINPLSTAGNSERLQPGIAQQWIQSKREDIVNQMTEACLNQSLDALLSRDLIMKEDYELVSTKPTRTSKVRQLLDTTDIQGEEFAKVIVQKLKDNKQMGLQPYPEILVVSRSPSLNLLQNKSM
TLR9-MyD88 inh = inhibitors of human TLR9-MyD88 binding. inhibition, % at 4.98 µM. hit rate 0.21% among 340,000. CHO BLA complementation TLR9-MyD88, CCF4 FRET ratio. Q9NR96+Q99836. AID 504734;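 active = inhibition above the mean over all tested compounds plus 3 SD, cut at about 21% in these data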;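 note: 0% = DMSO only wells and 100% = clavulanate BLA inhibitor control wells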
ABCB6 inh MLPCN = human ABCB6 transporter inhibition; AID 602162; Q9NP58; hit rate 0.19% among 360,000; K562-ABCB6 porphyrin accumulation, flow cytometry, 1 h; stronger effect = lower value; fluorescence ratio to DMSO, % at 10 µM;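 active = fluorescence ratio to DMSO below 75%, the collection mean minus 3 SD; inconclusive = too few cells collected in the well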;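 note: signal is porphyrin accumulated inside mitochondria; 100% equals median channel fluorescence of DMSO control wells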
ABHD5 PLIN5 PPI = inhibitors of human ABHD5-perilipin-5 interaction; Q00G26+Q8WTS1; Split G. princeps luciferase complementation, luminescence, 4 h; inhibition, % at 4 µM; hit rate 0.78% among 360,000; AID 602281;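 active = inhibition above the mean inhibition across every tested compound plus 3 SD, cut at about 22% in these data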;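 note: 0% = DMSO only wells and the 100% control is not disclosed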
Active calls of the source: *; ? = inconclusive; . = not tested or not shown. Not all compounds are listed; count on the stated rates, not on these rows.

SMILES	N-glyco inh	MC4R ag barr	MC4R antag cAMP	SRC2 inh	Cardio protect	HTR2A ag	NOD2 RIPK2 PPI	TLR9-MyD88 inh	ABCB6 inh MLPCN	ABHD5 PLIN5 PPI
O=C(COC(=O)CC1CC2CCC1C2)NC(=O)NC1CCCC1 (configuration not stated)	0	-0.1	4	-16	-4	4	-7	11	103	-2
COc1ccc(CCn2c(=N)c(S(=O)(=O)c3ccc(Cl)cc3)cc3c(=O)n4ccccc4nc32)cc1	4	-1.8	18	-3	2	3	-1	-10	98	-3
CCc1ccc(NC(=O)NNC(=O)c2ccc3ccccc3c2O)cc1	2	-2.4	1	5	2	6	-5	1	97	-1
Cn1c2ccccc2c(=O)c2ccc(C#CC3(N)CCCCC3)cc21	?	1.6	-2	-192	-10	-5	-7	-24	96	7
Cc1ccc(C)c2sc(NC(=O)c3nc4ccccc4s3)nc12	4	0.8	12	0	6	6	-4	7	97	7
CC(C)NS(=O)(=O)c1ccc(Br)c(C(=O)OC(C)C(=O)NC2CCCCC2C)c1 (configuration not stated)	-1	0.0	9	7	0	-11	-2	-8	83	-8
Cc1ccc2c(c1)C1CN(C)CCC1N2C(=O)c1ccccc1NS(=O)(=O)c1ccc(F)cc1C (configuration not stated)	-4	-2.3	3	17	8	-5	10	-13	100	0
CCOc1ccc(S(=O)(=O)Nc2cccc(OC)c2)cc1	3	-0.4	-3	-12	-11	-3	-1	-11	99	-1
CCCCN(C(=O)NC(=O)Nc1cccc(C)c1C)S(C)(=O)=O	1	1.2	0	3	-1	1	-3	-1	96	-4
COC(=O)c1ccc(N2CCN(C(C)=O)CC2)c(NC(=O)COc2ccccc2C)c1	2	-0.6	3	-29	28	2	-5	-1	100	0
C=CCCC(=O)N1C[C@H]2CON(C)[C@H]2C[C@H]1c1ccc(N2CCCCC2)cc1	1	.	.	12	11	3	4	.	101	-4
COc1cccc(CNC(=O)COC(=O)c2ccc(-c3ccc(O)cc3)cc2)c1	28*	-1.7	-9	-9	4	-6	-4	7	98	2
COc1ccc(CCNC(=O)c2cnn(-c3ccc(C)c(C)c3)c2NC(=O)c2ccco2)cc1OC	-2	-0.9	4	-9	-1	-2	-4	-3	101	2
COc1ccc(S(=O)(=O)N(CC(=O)N/N=C/c2cccs2)c2cc(C)cc(C)c2)cc1OC	-4	0.0	2	-7	10	0	-9	8	88	-3
Cc1ccc(-c2nn(-c3ccccc3)cc2C2SCC(=O)N2Cc2ccccc2)o1 (configuration not stated)	-1	2.3	1	-9	-20	2	0	2	97	5
CC(C)c1ccc(C(N)=S)cc1	4	-2.6	3	-22	4	-6	3	-5	98	-9
Cc1ccc(C(C)(O)CS(=O)(=O)Cc2ccccc2Cl)cc1 (configuration not stated)	-3	0.3	10	0	-4	1	-9	-4	101	-8
COc1ccc(NC(=S)N(CCCOC(C)C)C2CCN(C(C)=O)CC2)cc1Cl	0	2.2	17	-33	2	-5	-3	-6	102	0
O=C1CCN(CCc2ccccc2)CCN1[C@H](CSc1ccccc1)Cc1ccccc1	-5	-0.7	7	-3	-25	-1	12	-1	96	1
C/C(=C\C(=O)OCCCCCCCCC(=O)O)C[C@@H]1OC[C@H](C[C@@H]2O[C@H]2[C@@H](C)[C@H](C)O)[C@@H](O)[C@H]1O	3	-0.1	9	-24	-4	-3	-9	-3	115	-2
C/C(Cl)=C/Cn1c(NCCN(C)C)nc2c1c(=O)n(C)c(=O)n2C	0	1.6	-8	-5	3	-3	-7	2	106	-2
Cn1cnnc1SCC(=O)c1ccc(OC(F)F)cc1	1	-0.4	3	-24	6	1	1	-1	100	7
CCCC[C@@H]1C=C(C(=O)O)[C@H](c2ccc(CC)cc2)N1S(=O)(=O)c1ccc(C)cc1	2	-2.1	-4	0	6	4	-4	-1	96	-2
O=C(c1cccc(S(=O)(=O)N2CCCCC2)c1)N1CCN(Cc2ccccc2)CC1	4	-2.8	6	10	0	-2	-9	-8	98	-7
COC(=O)C(NS(C)(=O)=O)(c1c(C)[nH]c2ccccc12)C(F)(F)F (configuration not stated)	1	-0.5	-2	3	7	2	-6	-3	103	4
Carrying on.
SMILES	N-glyco inh	MC4R ag barr	MC4R antag cAMP	SRC2 inh	Cardio protect	HTR2A ag	NOD2 RIPK2 PPI	TLR9-MyD88 inh	ABCB6 inh MLPCN	ABHD5 PLIN5 PPI
CC(=O)c1ccc(C(=O)Nc2ccc(N3CCOCC3)cc2)cc1	0	-1.4	-10	-12	-1	3	1	-2	103	-4
COc1cccc(NC(=O)CSc2nnc(-c3ccoc3C)n2CC2CCCO2)c1 (configuration not stated)	-1	1.2	18	10	1	1	8	-2	94	-1
COc1ccc(NC(=O)C(C)NS(=O)(=O)c2ccccc2)cc1Cl (configuration not stated)	0	-1.5	2	-8	3	1	-6	3	101	-1
CCCNC(=O)NC(=O)CSc1cccc(C(F)(F)F)c1	2	-1.3	11	-3	2	0	-3	1	103	-2
CCC(C)c1ccccc1NC(=O)CN(CC)CC(=O)Nc1ccc2c(c1)OCCO2 (configuration not stated)	1	-1.0	-7	8	1	0	-6	-6	93	-4
CCCN(CCC)CCCNC(=O)c1cn(-c2ccc(OC)cc2)c(=O)c2ccccc12	-3	2.4	10	-1	3	-2	7	-7	101	-2
O=C(Cc1ccc(S(=O)(=O)N2CCOCC2)s1)NCCc1ccc(F)cc1	1	0.4	11	1	-4	2	-13	-7	107	1
[O-][n+]1cccc2c(Br)cc(Br)c(O)c21	4	-4.3	-6	7	33	-4	2	12	96	-17
O=C1CSC(=Nc2ccccc2)N1	1	-1.0	12	-12	10	-3	8	10	95	3
Cn1c(=O)n(C)c2cc(N3CCOCC3)c(NC(=O)c3ccc(F)cc3)cc21	0	-0.8	-1	-18	16	-2	-13	1	97	2
COc1cc(OC)cc(-c2c(-c3cccs3)c3cc(-c4cnc(N)nc4)ccc3n2C)c1	5	4.1	6	3	-3	1	-15	-5	99	-5
Cc1ccc(/C=C/C(=O)C2C(=O)c3ccccc3C2=O)cc1	-10	1.0	6	-20	-26	2	6	-1	93	-6
C/C(=N\Nc1nnc(C)c(=O)[nH]1)C(=O)O	1	-1.5	2	-6	2	4	-12	-14	92	-3
CC(=O)c1cccc(NS(=O)(=O)c2c(C(=O)N3CCOCC3)c(C)n(C)c2C)c1	1	-0.3	3	3	7	0	-6	3	94	-4
CN(Cc1ccccc1)C(=O)c1ccccc1NC(=O)C1CC1	-1	-3.0	7	-14	1	0	2	5	99	4
COc1ccc(C(=O)C(C)OC(=O)c2sc(C)nc2C)cc1 (configuration not stated)	-1	-4.5	9	-15	-8	-3	-16	-12	100	-1
COc1ccc(C(=O)C(Cc2cc(C(C)=O)ccc2OC)N2CCCC2)cc1 (configuration not stated)	2	-2.0	-1	11	0	2	-15	9	95	1
O=C(N/N=C/c1ccc([N+](=O)[O-])cc1)c1cc2ccccc2o1	3	5.0	3	-12	5	4	-3	-1	101	10
CCN(CC)C(=O)c1ccc(CS(=O)(=O)c2ccc(OC)cc2)o1	-1	0.3	-1	-16	-1	-2	1	-8	93	-1
CC(C)OCCCNC(=O)c1ccc(NC(=O)C2CCCO2)cc1 (configuration not stated)	0	-1.0	-1	-10	0	9	3	2	86	-2
COc1ccc(OCCc2nnc(N)s2)cc1	0	-1.4	0	-19	2	5	3	-9	91	-4
COc1ccccc1CC(=O)Nc1cccc(C)n1	0	-2.2	10	-18	2	-5	1	2	98	-5
CC(C(=O)NC1CCCC1)n1c(C2CCCC2)nc2ccccc21 (configuration not stated)	.	.	.	-15	.	-5	-1	.	.	0
CC(C)Oc1ccc(CNC(=O)Cn2ccc3cc(S(=O)(=O)N4CCCC4)ccc32)cc1	-3	-0.8	2	6	-3	-1	27*	3	99	-4
Cc1ccc(C(c2nnnn2CS(=O)(=O)c2ccc(C)cc2)N2CCC(C(N)=O)CC2)cc1 (configuration not stated)	1	-0.5	6	16	10	-8	-2	0	90	1
Remaining list, next part:
SMILES	N-glyco inh	MC4R ag barr	MC4R antag cAMP	SRC2 inh	Cardio protect	HTR2A ag	NOD2 RIPK2 PPI	TLR9-MyD88 inh	ABCB6 inh MLPCN	ABHD5 PLIN5 PPI
CC1CC(C)CN(CCCNC(=O)C2CCN(c3nnc(-n4cccc4)s3)CC2)C1 (configuration not stated)	-1	-1.5	-1	-14	6	1	-8	-7	94	7
Cc1cccc(C(=O)NCCCNC(=O)c2cccnc2)c1	0	0.9	-5	-13	-4	1	-8	-1	89	5
Cc1ccn(CC(=O)N2CCCC(N3CCN(c4ccccc4F)CC3)C2)n1 (configuration not stated)	-1	-1.4	0	-6	-3	2	0	6	99	1
Cc1nc(C)c(C(=O)NNC(=O)c2ccc(Br)cc2)s1	2	-0.9	-3	3	1	0	-2	-2	94	3
CN(C)c1ccc(Sc2nnc(NC(=O)Nc3ccc(Cl)cc3Cl)s2)cc1	2	0.8	12	1	-6	4	-8	-7	100	-3
CCOC(=O)C1CCN(c2c(NCc3ccc(C(=O)NCCC(C)C)cc3)c(=O)c2=O)CC1	1	-1.7	8	-4	-4	-3	1	11	94	-3
COC(=O)c1[nH]c(C)c(/C(O)=C2\C(=O)C(=O)N(CCN(C)C)C2c2ccco2)c1C (configuration not stated)	-1	-2.3	5	.	5	2	2	-2	102	6
O=C(N/C(=C\c1cccnc1)C(=O)N1CCOCC1)c1cccc(Br)c1	2	0.2	15	8	8	5	10	3	95	-1
Cn1c(=O)[nH]c(=O)c2c1nc(N1CCCCCC1)n2CC(N)=O	1	-0.8	-4	-5	6	7	5	-7	97	-6
Cc1cccc(C)c1N=C1SC(CC(=O)Nc2c(C)cccc2C)C(=O)N1CCc1ccccn1 (configuration not stated)	-8	-0.7	2	-11	1	-1	2	-10	86	5
CN(CC(=O)Nc1ccc(F)cc1)C(=O)COC(=O)C1=COCCO1	2	-0.8	-1	-2	-3	-7	-10	-8	100	-6
CCCS(=O)(=O)N1CCN(Cc2ccc(OCc3ccccc3)c(OC)c2)CC1	-4	0.4	19	1	-21	-4	-2	2	97	0
Cc1ccc(CNC(=O)C(=O)Nc2nccs2)cc1	4	-1.0	-3	6	-2	-1	-11	-7	100	-2
CC(=O)c1ccc(N=C2C(=O)Nc3ccccc32)cc1	1	-0.3	1	5	1	3	3	-2	103	-2
COc1ccccc1N(CC(=O)NCc1ccccc1)C(=O)CCC(=O)Nc1cc(C)ccn1	2	0.4	9	4	5	0	-4	3	93	5
Cc1ccc([C@H]2C[C@@H](O)[C@H](n3cc(-c4ccc(F)cc4)nn3)CN2C(=O)c2cccs2)cc1	0	-2.0	4	17	-17	1	-1	-10	95	6

Screening results deposited in PubChem by several laboratories.
